Screening results: PubChem, National Center for Advancing Translational Sciences (NCATS)
KDM5B inh – inhibitors of human KDM5B histone demethylase; Q9UGL1; KDM5B demethylase, FDH-coupled NADH fluorescence (FDH is formaldehyde dehydrogenase); Potency, µM (series often up to 57.7 µM), inactives show at the highest dose activity change, negative = inhibition, hits mostly inhibitors; hit rate 2.6% among 220,000; AID 1347165; active = well fitted inhibition curve with a large enough effect; inconclusive = small, poorly fitted or top-dose-only effect; inactive = no such curve, though single readings can be large or run the other way; note: 0% is about no effect; nearly all actives have a fitted effect of over 70% in size
Target sequence (Q9UGL1 whole entry, looked up): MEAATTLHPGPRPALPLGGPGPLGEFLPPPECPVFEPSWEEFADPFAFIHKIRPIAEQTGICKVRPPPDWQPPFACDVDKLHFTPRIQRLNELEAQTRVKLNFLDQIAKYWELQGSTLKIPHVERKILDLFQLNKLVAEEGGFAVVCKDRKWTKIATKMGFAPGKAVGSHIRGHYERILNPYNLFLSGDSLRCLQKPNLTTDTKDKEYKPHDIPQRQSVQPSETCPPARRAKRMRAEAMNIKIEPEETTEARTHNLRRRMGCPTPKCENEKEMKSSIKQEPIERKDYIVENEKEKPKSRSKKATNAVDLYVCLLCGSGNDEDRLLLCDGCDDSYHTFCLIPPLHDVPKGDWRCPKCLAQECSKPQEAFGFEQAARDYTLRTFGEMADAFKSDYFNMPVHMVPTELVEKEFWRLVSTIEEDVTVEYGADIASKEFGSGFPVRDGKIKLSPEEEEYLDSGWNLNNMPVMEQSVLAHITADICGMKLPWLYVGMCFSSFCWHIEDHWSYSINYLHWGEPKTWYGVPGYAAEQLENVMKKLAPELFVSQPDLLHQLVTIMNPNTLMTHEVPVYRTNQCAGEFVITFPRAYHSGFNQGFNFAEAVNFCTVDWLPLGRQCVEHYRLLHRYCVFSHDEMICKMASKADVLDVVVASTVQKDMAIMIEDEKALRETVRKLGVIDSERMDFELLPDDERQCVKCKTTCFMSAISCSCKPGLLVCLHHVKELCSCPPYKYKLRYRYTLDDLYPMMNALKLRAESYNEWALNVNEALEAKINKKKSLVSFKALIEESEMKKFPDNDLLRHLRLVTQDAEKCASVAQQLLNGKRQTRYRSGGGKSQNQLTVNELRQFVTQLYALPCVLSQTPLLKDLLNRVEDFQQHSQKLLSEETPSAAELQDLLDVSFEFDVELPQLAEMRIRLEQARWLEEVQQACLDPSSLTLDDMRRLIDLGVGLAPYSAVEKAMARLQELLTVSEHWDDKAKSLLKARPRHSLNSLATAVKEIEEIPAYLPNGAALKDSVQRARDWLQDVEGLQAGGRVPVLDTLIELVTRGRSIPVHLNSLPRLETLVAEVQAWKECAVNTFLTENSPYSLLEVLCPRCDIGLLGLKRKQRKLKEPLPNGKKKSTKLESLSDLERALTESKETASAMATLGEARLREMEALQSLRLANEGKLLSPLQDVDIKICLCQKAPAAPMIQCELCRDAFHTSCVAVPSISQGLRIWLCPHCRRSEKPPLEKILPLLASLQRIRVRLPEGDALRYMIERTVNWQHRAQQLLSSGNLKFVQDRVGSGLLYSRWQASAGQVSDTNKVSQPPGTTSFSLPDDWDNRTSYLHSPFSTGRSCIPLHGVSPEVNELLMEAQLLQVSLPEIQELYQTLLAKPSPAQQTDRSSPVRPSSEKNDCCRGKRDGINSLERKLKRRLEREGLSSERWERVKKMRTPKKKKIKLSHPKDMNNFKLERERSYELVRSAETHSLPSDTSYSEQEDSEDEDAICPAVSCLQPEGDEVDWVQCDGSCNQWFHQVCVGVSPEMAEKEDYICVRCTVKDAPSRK
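Here, H3K4me3 peptide (12.5 µM in substrate mix) is demethylated by KDM5BΔAP, 200 nM final, after 10 min compound exposure. Formaldehyde product is coupled through FDH (0.25 U/mL in mix) to NADH fluorescence; 30-min ΔRFU feeds dose-response curves.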
* marks the source's active call; other numbers are inactive results; ? = inconclusive; & = joins results of further samples; [ ] = another dose, or the depositor's remark. Potency is the fitted concentration of half-maximal effect. These rows are one share of the data; the hit share may differ from the screen's.

entry | Structure | KDM5B inh
1 | CNC(=O)C(C)(C)N1CCC[C@H]1C(=O)N(C)Cc1ccccc1 | 10.2%[86.2 µM]
2 | O=C(NCc1ncc(-c2ccccc2)o1)c1cccc(F)c1 | -11.9%
3 | CN1C[C@H](NCc2cccnc2)CCC[C@@H](C(=O)NCc2cc(F)cc(F)c2)CC1=O | 11.1%[86.2 µM]
4 | O=C(Cc1ccc(F)cc1)NC1CCN(c2ccc(F)cc2)C1=O (centres undefined) | 26.3%
5 | CCCCc1[nH]nc2c1C1(C(=O)Nc3ccccc31)C(C#N)=C(N)O2 (centres undefined) | 18.8%
6 | Cc1ccc(C)c(N2CCN(S(=O)(=O)c3ccc4c(c3)C(C(C)C)C(=O)N4)CC2)c1 (centres undefined) | ?
7 | c1cn(-c2ccc3ncsc3c2)c(-c2cc3n(n2)CCCNC3)n1 | 3.55µM*
8 | COc1ccc(N2CCN(C3CCCN(CC(=O)N(C)C(C)C)C3)CC2)cc1 (centres undefined) | -16.9%
9 | CCOC(=O)N[C@H](Cc1c[nH]c2ccccc12)C(=O)NC1CC1 | 16.4%
10 | O=C1c2c(nc(CNc3ccc(OC(F)(F)F)cc3)n2Cc2ccccc2)NCCN1CCN1CCOCC1 | ?
11 | CCNc1c(NC(=O)Cc2ccccc2)c(=O)oc2ccccc12 | 9.7%
12 | COC(=O)c1ccc(Nc2nc(-c3ccccc3Cl)nc3ccccc23)cc1 | ?
13 | Cc1oc(-c2cccs2)nc1CC(=O)N1CCC1 | ?
14 | Cc1noc(C(C)C)c1C(=O)Nc1ccc(OC(F)F)c(Cl)c1 | -7.4%
15 | CN(CCc1ccccn1)[C@H]1[C@@H]2OC[C@@H](O2)[C@@H](NCc2ccc(F)cc2)[C@@H]1O | -30.7%[86.2 µM]
16 | CCCC(=O)C1=C(O)C(C(=O)OC)C(C)(C)CC1=Nc1ccc(Br)cc1 (centres undefined) | -0.2%
17 | CCn1cnc2c1c(=O)n(CC(=O)NCC(c1ccccc1)N(C)C)c(=O)n2Cc1ccccc1 (centres undefined) | 5.7%
18 | CCc1nnsc1C(=O)N(C)CCOc1ccccc1 | 14.1%
19 | CNC(=O)[C@@H]1CN(C(=O)c2ccc(C(C)(C)C)cc2)C[C@H]1CO | 10.9%
20 | CCOC(=O)c1cccc(NC(=O)c2oc3c(c2C)-c2[nH]ncc2CC3)c1 | ?
21 | CN1CC(=O)N(C2CCCNC2)Cc2c(NC3CCC3)ncnc21 (centres undefined) | -17.5%[149 µM]
22 | CCNC(=O)NCC(=O)N1CCCCCNC(=O)CC1c1ccccc1 (centres undefined) | 32.2%
23 | O=C(OCc1nc2ccccc2o1)c1cccc(O)c1 | -18.6%
24 | Cc1cccc(NC(=S)NCCc2ccccc2)c1 | -0.9%
25 | Cc1ccc(C(=O)N2CCN(C(=O)N3CC4CC(C3)[C@H]3CCCC(=O)N3C4)CC2)s1 (some centres undefined) | 3.0%

Sorted by value in KDM5B inh (ascending): some entries from above.
entry | Structure | KDM5B inh
8 | COc1ccc(N2CCN(C3CCCN(CC(=O)N(C)C(C)C)C3)CC2)cc1 (centres undefined) | -16.9%
14 | Cc1noc(C(C)C)c1C(=O)Nc1ccc(OC(F)F)c(Cl)c1 | -7.4%
17 | CCn1cnc2c1c(=O)n(CC(=O)NCC(c1ccccc1)N(C)C)c(=O)n2Cc1ccccc1 (centres undefined) | 5.7%
18 | CCc1nnsc1C(=O)N(C)CCOc1ccccc1 | 14.1%
5 | CCCCc1[nH]nc2c1C1(C(=O)Nc3ccccc31)C(C#N)=C(N)O2 (centres undefined) | 18.8%
4 | O=C(Cc1ccc(F)cc1)NC1CCN(c2ccc(F)cc2)C1=O (centres undefined) | 26.3%

Going on with the list:
entry | Structure | KDM5B inh
26 | CCOc1ccc(CNC(=O)CCc2c(C)nn(-c3ccc(N4CCOCC4)nn3)c2C)cc1 | 10.8%
27 | C=CCNC(=O)NC(=O)C12CC3CC(CC(C3)C1)C2 | 10.7%
28 | O=C(CSc1nncn2c1cc1sccc12)Nc1ccccc1C(F)(F)F | ?
29 | COCCN1C(=O)CS(=O)(=O)C12CCN(C(=O)c1ccc(OC)cc1OC)CC2 | 10.5%
30 | Cc1ccc(-c2cccc(=O)o2)cc1 | 0.9%
31 | CN(C)S(=O)(=O)c1ccc(-c2nc(C#N)c(N3CCN(c4ccccc4)CC3)o2)cc1 | -7.3%
32 | O=C(/C=C/c1ccco1)N(Cc1cccs1)C1CC1 | -27.6%
33 | CCOC(=O)c1ccc(N2C(=O)c3n[nH]c(C)c3C2c2ccc(F)cc2)cc1 (centres undefined) | -4.8%
34 | COCCc1noc(-c2nnn3c2COC(c2ccc(F)cc2)C3)n1 (centres undefined) | 21.2%
35 | CCCOc1c(Cl)cc(/C=C/C(=O)c2ccc(O)c(OC)c2)cc1OC | -14.1%
36 | CC(C)N1CCN(C(=O)C2CCCCC(=O)N2C)CC1 (centres undefined) | 22.2%
37 | COc1ccc(-c2cc(CC3(NCCC(C)C)COC3)no2)cc1 | 3.4%[86.2 µM]
38 | CCn1nc(C(=O)Nc2cccc(C)n2)c2ccccc2c1=O | 6.0%
39 | O=C(O)Cn1ccc2cc(OCCc3cccc(-c4ccc(F)cc4F)c3)cnc21 | 35.5µM*
40 | O=C(CN1C(=O)CC(c2ccccc2)Sc2ccccc21)Nc1ccc(Br)cc1 (centres undefined) | 16.1%
41 | CS(=O)(=O)c1ccc(CN2C[C@H](O)C[C@H]2c2nc(-c3ccc(F)cc3)no2)cc1 | ?
42 | CN1C(=O)C(O)(CC(=O)c2cccnc2)c2ccccc21 (centres undefined) | -4.7%
43 | COc1ccccc1CNC(=O)c1ccc(N2Cc3cccc(OC)c3Oc3ncccc32)s1 | 13.5%
44 | O=C(O)CNC(=O)CNC(=O)Cn1nc2c(cc1=O)CCCC2 | 20.4%
45 | O=C(CCS(=O)(=O)Cc1cccc(F)c1)Nc1ccc(F)cc1 | 23.9%
46 | COc1cccc(CN2CCC23Cc2ccccc2NC3=O)c1 (centres undefined) | 3.8%[86.2 µM]
47 | COc1ccc(NC(=O)c2cc3n(n2)CC(c2ccc4c(c2)OCO4)OC3)cc1Cl (centres undefined) | 25.1µM*
48 | COc1ccc2[nH]c(=O)c(CCC(=O)NCCCN3CCCC(C)C3)cc2c1 (centres undefined) | 31.6µM*
49 | Cc1ccc(C(=O)N[C@H]2CO[C@H]3[C@@H]2OC[C@@H]3Nc2nccc(-c3cccs3)n2)cc1 | ?
50 | O=S(=O)(NC[C@H]1O[C@@H](CO)[C@@H](O)[C@H]1N1CCCC1)c1cccs1 | ?

(next part)
entry | Structure | KDM5B inh
51 | O=C(CC1=CCCCC1)N1C[C@@H](CO)[C@H](c2nc(C3CC3)no2)C1 | 15.1%
52 | COCCN(CCOC)CCOc1cccc(C#N)c1 | -1.4%
53 | O=C(CCc1nnn2c1CN(C(=O)Nc1cccc(F)c1)CC2)NC1CC1 | -5.7%
54 | Cc1cccc(NC(=S)Nc2ccccn2)c1 | 4.0%
55 | O=C(NC1C[C@H]2CC[C@@H](C1)N2C(=O)C1CCC1)c1ccc(F)cc1 (some centres undefined) | -10.2%
56 | O=C1Cc2c(-c3ccc4ccccc4c3)n[nH]c2CN1CCc1ccncc1 | -11.9%[86.2 µM]
57 | Cc1cccc2cc(C3CC(c4ccco4)=NN3S(C)(=O)=O)c(Cl)nc12 (centres undefined) | -9.2%&-5.3%
58 | O=C([C@@H]1Cc2nc[nH]c2CN1Cc1ccc(C(F)(F)F)cc1)N1CCOCC1 | -29.1%[86.2 µM]
59 | CCOc1ccccc1CN1CCn2c(nnc2[C@@H]2C[C@@H](O)CN2C)C1 | ?
60 | Cn1ccc2cc(S(=O)(=O)N3CCN(C(=O)Nc4ccccc4F)CC3)ccc21 | -9.7%
61 | O=C(c1ccc(F)cc1)N1CCOC[C@H](Oc2cnccn2)C1 | 24.4%[86.2 µM]
62 | Cc1cnn(C(C)c2nc(-c3cccnn3)no2)c1 (centres undefined) | -3.8%
63 | O=C(c1cc(C2CC2)nc2onc(C3CCCNC3)c12)N1CCCCC1 (centres undefined) | ?
64 | O=C(NCc1ccccc1Cl)c1cnc(N2CCOCC2)c2ccccc12 | ?
65 | COCCN(C)C(=O)c1cn2cc(-c3ccccc3Cl)n(CC3CC3)c(=O)c2n1 | 2.8%
66 | c1ccc(-n2cnnc2SCc2nc3ccccc3o2)cc1 | 0.2%
67 | CCCCSCC(=O)NC12CC3CC(CC(C3)C1)C2 | 21.3%
68 | O=C1Nc2ccc(-c3ccccc3F)cc2C(=O)N2CCN(C(=O)c3ccccc3)C[C@H]12 | 39.8µM*
69 | COc1ccc2[nH]cc(CN3CCC4(CC3)CC(C(=O)N3CCOCC3)N(C)C4)c2c1 (centres undefined) | 10.7%
70 | O=C(NCc1cccnc1)C1CCC(=O)N1C1CCN(C(=O)c2ccccc2F)CC1 (centres undefined) | 8.6%
71 | CN(C)C(=O)c1nc(-c2ccc(S(C)(=O)=O)cc2)c2cnccn12 | 28.2µM*
72 | CNC(=O)C1(N2CCC[C@H]2C(=O)NCc2ccccc2)CCCCC1 | ?
73 | CC(C)(CN1CCOCC1)NC(=O)c1csc2nc(-c3ccc(F)cc3)cn12 | ?
74 | CCCc1nc(C(=O)NCc2ccc(-n3ccnc3C)cc2)cs1 | 21.4%
75 | Cc1ccccc1NC(=O)c1nn(C)c2c1COc1ccccc1-2 | 9.9%

More results.
entry | Structure | KDM5B inh
76 | CSc1ccc(C2=NN(C(=O)CCC(=O)O)C(c3ccc4nccnc4c3)C2)cc1 (centres undefined) | 11.5%
77 | COC(CNC(=O)c1cc(-c2ccccc2)nc2ccccc12)OC | ?
78 | O=C(c1ccccc1OCc1nc(-c2ccccc2)no1)N1CCN(Cc2ccccc2)CC1 | ?
79 | COCCN1CCCCCC(O)c2cc(C(=O)N(C)Cc3cccnc3)ccc21 (centres undefined) | -9.7%
80 | COC1CCC(C(=O)N2CCc3c(n(Cc4cccnc4)n(-c4ccccc4)c3=O)C2)CC1 (centres undefined) | 9.6%
81 | Cc1noc([C@@H]2C[C@H](NC(=O)c3ccc(C#N)cc3)CN2C)n1 | -18.4%[86.2 µM]
82 | CC(C(=O)NCc1ccc2c(c1)OCO2)n1nc(-c2ccccc2)c2ccccc21 (centres undefined) | ?
83 | CC(NCc1cccc(Oc2nnnn2-c2ccccc2)c1)c1ccccc1 (centres undefined) | 0.4%
84 | O=C(O)c1ccc(Oc2c(C(F)(F)F)oc3cc(O)ccc3c2=O)cc1 | 10.4%&19.2%
85 | COc1ccc2oc(=O)c(-c3nc4ccc(C)cc4[nH]3)cc2c1 | -14.9%
86 | CC12CC3(C)CC(C)(C1)CC(C(=O)NCCc1ccc(S(N)(=O)=O)cc1)(C2)C3 | 19.9%
87 | CCn1cc(S(=O)(=O)N2C[C@@H](COC)[C@H](c3ccncc3)C2)cn1 | 16.0%
88 | CN(CC(=O)Nc1ccccc1Cl)Cc1ncc(-c2ccc(F)cc2)o1 | -12.1%
89 | CCOC(=O)C1C(=O)C=C(c2ccc(C)cc2)CC1c1cccc(Cl)c1 (centres undefined) | 19.4%
90 | CN1CCCC2(CCN(C(=O)c3cccc(N4CCCC4=O)c3)C2)C1=O (centres undefined) | 5.1%
91 | CSc1ccc(/C=C2\N=C(c3ccccc3)OC2=O)cc1 | 8.9%
92 | CN1CCC(C2CCN(S(=O)(=O)c3cc(F)ccc3F)C2)CC1 (centres undefined) | -3.4%
93 | O=C(c1nnc(CN2CCOCC2)n1-c1ccccc1)N1CCC[C@@H]1C(c1ccccc1)c1ccccc1 | 5.1%
94 | COC(=O)NC(c1ccccc1)c1ccccc1 | 18.5%
95 | Cc1nc(N2CCCC2)c2c(C(=O)N3CCN(c4ccc(F)cc4)CC3)c(C)oc2n1 | 15.0%
96 | Clc1ccccc1-c1noc(CSc2nnc(C3CC3)n2-c2ccccc2)n1 | 14.9%
97 | Cc1onc(-c2ccccc2)c1CNS(=O)(=O)c1ccccc1 | 10.1%
98 | CC(=O)N(C1CCOCC1)C1CCN(S(=O)(=O)c2cc(F)ccc2C)CC1 | 21.1%
99 | COc1ccc(-c2noc(CCC(=O)Nc3ccccc3Cl)n2)cc1OC | -18.7%
100 | COCCN(CC(N)=O)S(=O)(=O)c1ccc(F)cc1Cl | 22.5%

Remaining list, next part
entry | Structure | KDM5B inh
101 | Cc1cccc(CN2C[C@@H]3C(=O)N(CCN4CCc5ccccc5C4)C(=O)[C@@H]3C2)c1 | ?
102 | CC1(c2ccccc2)N(Cc2ccccc2)C(=O)OC12CCN(Cc1cccc(O)c1)CC2 (centres undefined) | -32.0%
103 | COC[C@]1(O)CCN(S(=O)(=O)c2ccccc2OC)CC1(C)C | 61.9%[activator]
104 | O=C(CCc1ccccc1)N1C[C@@H](CO)[C@H](c2nc(C3CC3)no2)C1 | 10.2%
105 | Cc1cc(C)cc(OCCSc2nc3ccc(NC(=O)c4ccc5c(c4)OCO5)cc3s2)c1 | -14.5%
106 | COc1ccc(OC)c(NC(=O)CN2CC3CC(C2)[C@H]2CCCC(=O)N2C3)c1 (some centres undefined) | 7.8%
107 | COCCN1CCCCCC(O)c2cc(C(=O)NCCc3ccncc3)ccc21 (centres undefined) | ?
108 | CCC(C(=O)N1CCN(c2cc(C)ccc2C)CC1)n1nc(C)n2c(cc3occc32)c1=O (centres undefined) | -15.7%
109 | Cc1ccc(-c2nnc(SCC(=O)NC3CC3)n2N)cc1 | 17.2%
110 | Cc1nc(-c2cc3ccc(OC(=O)CC(C)C)cc3oc2=O)cs1 | 212.3%[activator]
111 | Cc1ccc(-c2nn3c(=O)cc(CN4CCN(C(=O)Nc5cccc(C(F)(F)F)c5)CC4)nc3s2)cc1 | -6.7%
112 | CN1CCCCCCN(C(=O)c2ccccn2)[C@H]2CCC[C@H]2C1=O | 11.4%
113 | O=C(Nc1ccc2ncccc2c1)c1cc2cc(F)ccc2[nH]1 | -17.2%
114 | CN(CC1CCOCC1)C(=O)Nc1cccc(Br)c1 | -7.0%
